Abeta yeast res = restores growth of yeast expressing A-beta42 peptide. yeast expressing A-beta42, growth rescue, OD600, 48 h; response scale: 0% DMSO, 100% iron-clioquinol control. Potency, µM (highest dose often 46.1 µM), for the others: at the top dose growth rescue, hits mostly activators. actives 0.063% (n = 410,000). AID 1347071; further: potency means the concentration at half of the fitted maximal effect; nearly all actives have a fitted effect of over 55% in size
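Yeast A-beta toxicity model in growth medium with pinned compounds, 48 h at 30 C; growth read as absorbance at 600 nm. Normalized to FeCl3/clioquinol equimolar mix (positive) and DMSO (negative).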
EPAC2 antagonist = EPAC2 (human) antagonism | Q8WZA2 | EPAC2 GEF exchange of Rap1B-BODIPY-GDP, fluorescence | Potency, µM (top dose mostly 114 µM), for inactives: at the highest dose activity, negative = inhibition, hits mostly inhibitors | actives 0.18% (n = 360,000); further: potency means the concentration at half of the fitted maximal effect; on the % scale 0 is the no-effect control and ±100 the full control effect; nearly all actives have a fitted effect of over 45% in size; many of its hits are not listed in these tables
Target sequence (Q8WZA2 whole entry, looked up): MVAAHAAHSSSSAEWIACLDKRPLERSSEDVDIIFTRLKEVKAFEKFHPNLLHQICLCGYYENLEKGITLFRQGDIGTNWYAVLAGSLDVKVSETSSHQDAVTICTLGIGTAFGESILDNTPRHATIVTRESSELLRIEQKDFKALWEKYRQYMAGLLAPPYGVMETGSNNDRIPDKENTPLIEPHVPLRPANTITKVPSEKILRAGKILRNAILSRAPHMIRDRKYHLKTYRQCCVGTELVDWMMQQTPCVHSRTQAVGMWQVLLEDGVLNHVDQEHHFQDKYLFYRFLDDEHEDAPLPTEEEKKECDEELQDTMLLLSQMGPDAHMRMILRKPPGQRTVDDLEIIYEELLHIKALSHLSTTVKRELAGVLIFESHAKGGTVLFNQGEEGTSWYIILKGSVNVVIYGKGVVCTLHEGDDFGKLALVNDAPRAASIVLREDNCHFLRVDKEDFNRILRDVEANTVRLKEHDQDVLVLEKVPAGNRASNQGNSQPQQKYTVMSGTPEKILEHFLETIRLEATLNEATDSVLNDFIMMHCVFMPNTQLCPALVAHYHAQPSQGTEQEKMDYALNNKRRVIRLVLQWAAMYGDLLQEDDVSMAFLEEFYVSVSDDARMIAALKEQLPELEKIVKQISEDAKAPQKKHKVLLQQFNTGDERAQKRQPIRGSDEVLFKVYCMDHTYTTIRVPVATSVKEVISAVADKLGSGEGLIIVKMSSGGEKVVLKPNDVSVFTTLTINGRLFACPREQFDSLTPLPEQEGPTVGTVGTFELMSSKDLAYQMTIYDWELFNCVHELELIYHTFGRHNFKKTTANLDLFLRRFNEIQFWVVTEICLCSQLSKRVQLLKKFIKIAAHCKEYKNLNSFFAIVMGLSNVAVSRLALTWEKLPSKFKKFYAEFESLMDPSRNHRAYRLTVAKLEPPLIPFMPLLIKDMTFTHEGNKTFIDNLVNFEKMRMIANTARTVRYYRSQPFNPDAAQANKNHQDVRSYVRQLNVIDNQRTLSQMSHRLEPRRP
DRD3 agonist = activates the human D3 dopamine receptor; P35462; D3R DiscoveRx beta-arrestin cells, luminescence, 90 min; max activation, %; actives 0.58% (n = 410,000); AID 652048; in the data active means max activation above about 30%; further: 0% is about no effect; mostly tested at two doses, the higher about 12 µM
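Agonist-mode cell screen: cells plated at 1500/well and incubated overnight at 37 °C, then exposed to library compounds for 90 min at 37 °C. Detection reagent was added for 30–60 min at room temperature, and luminescence was read.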
FUS yeast rescue = suppressors of FUS proteinopathy in yeast. S. cerevisiae FUS-expressing, growth rescue, OD600, 24 h. Potency, µM (highest dose often 76.6 µM), for inactives: at the top dose growth rescue (activation), usual class: activators. actives 0.24% (n = 390,000). AID 1347120;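 further: potency means the concentration at half of the fitted maximal effect; plate controls were DMSO vehicle for no effect and reference control for full effect; nearly all actives have a fitted effect of over 55% in size; some results filed as inactive show a strong effect at the top dose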
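Restored growth of FUS-toxic S. cerevisiae, read as 600 nm absorbance after 24 h at 30C in galactose medium (starting OD 0.005). Controls CP55940 and DMSO.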
TDP-43 yeast inh = inhibitors of TDP-43 toxicity in yeast | TDP-43 expressing yeast growth rescue, BacTiter-Glo, 24 h | Potency, µM (doses to about 46.1 µM), for the others: at the top dose growth rescue (activation), most hits filed as activators | actives 1.8% (n = 410,000) | AID 652104; further: potency means the concentration at half of the fitted maximal effect; % of control where 0% means no effect; nearly all actives have a fitted effect of over 50% in size
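Galactose-induced TDP-43 yeast, OD600=0.02, compound pinned; 24 hr, 30 deg C; BacTiter-Glo luminescence for growth. Inhibitors of TDP-43 toxicity read as activators.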
EPAC2 agonist = activates human EPAC2 exchange factor. actives 0.079% (n = 360,000). AID 720711. EPAC2 activation, biochemical qHTS; response scale: 100% = 6.5 mM cAMP response. Potency, µM (series often up to 154 µM), without a hit: top-dose activation, usual class: activators; further: potency means the concentration at half of the fitted maximal effect; nearly all actives have a fitted effect of over 50% in size
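Compounds were titrated in qHTS against a Rap1B-BODIPY-GDP (250 nM) complex with EPAC2 (100 nM) and GDP (50 uM). BODIPY-GDP release tracked at 480/540 nm over 30 min at room temperature, normalized to 6.5 mM cAMP.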
DRD3 antagonist = D3 dopamine receptor (human) antagonism; P35462; D3R cells, DiscoveRx beta-arrestin luminescence, antagonist mode; hits give low values; max response, negative = inhibition, %; actives 2.5% (n = 360,000); AID 652054; in the data active means max response below about -50%; inconclusive means no clear call, values can overlap the other calls; further: on the % scale 0 is the no-effect control and ±100 the full control effect; mostly tested at two doses, the higher about 12 µM
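Cells plated overnight at 1500 cells/well, then exposed to library compounds with dopamine controls for 90 minutes at 37 degrees C. DiscoveRx reagent added for 30–60 minutes at room temperature; luminescence read, quantitative HTS format.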
aSyn rescue = alpha-synuclein toxicity inhibition in yeast; Potency, µM (doses to about 46.1 µM), without a hit: top-dose growth rescue (activation), most hits filed as activators; actives 0.14% (n = 370,000); Yeast expressing alpha-synuclein, growth rescue, BacTiter-Glo, 24 h; further: potency means the concentration at half of the fitted maximal effect; % of control where 0% means no effect; nearly all actives have a fitted effect of over 65% in size
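Screening used galactose-induced yeast with toxic alpha-synuclein levels, exposed to compound for 24 hr at 30 deg C. Cell growth, read with BacTiter-Glo luminescence, gave the measured signal.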
Active calls of the source: *; ? = inconclusive; / = not tested or not shown; & = joins results of further samples; [ ] = another dose, or the depositor's remark. Unless noted, the call rests on the fitted dose curve; in most records, active means well fitted curve in the direction sought with a large enough effect; inconclusive means small, poorly fitted or top-dose-only effect, or another doubt; inactive means no such curve, though single readings can be large; an effect the other way counts as inactive or inconclusive. The list is partial. The share of hits here may be higher or lower than overall.

SMILES	Abeta yeast res	EPAC2 antagonist	DRD3 agonist	FUS yeast rescue	TDP-43 yeast inh	EPAC2 agonist	DRD3 antagonist	aSyn rescue
CC(C)N1CCC(N2CCN(Cc3cccc4nonc34)CC2CCO)CC1 (stereo not given)	-9.5%	5.5%	-0.8	-5.0%	4.0%	6.0%	8.4	-8.9%
Cc1ccc(NC(=O)CSc2nnc(-c3cnccn3)n2-c2ccccc2)cc1	-0.6%	-6.5%	9.5	17.6%	-6.1%	0.8%	16.4	2.9%
Cc1ccccc1NC(=O)Cn1c(=O)n(Cc2ccccc2)c(=O)c2c(C)c(C)sc21	-3.0%&-4.2%	7.9%	0.1&2.6	-6.3%	?	2.6%	2.0	-2.4%
Cc1cc2nnc(SC3CCOC3=O)n2c2ccccc12 (stereo not given)	10.0%	2.7%	-0.6	6.9%	12.6%	9.0%	30.1	0.1%
COCCN(Cc1ccccc1)C(=O)C1CCN(S(=O)(=O)c2ccc(OC)c(OC)c2)CC1	6.4%	-4.6%	-15.0	11.9%	8.1%	0.1%	0.0	-4.9%
Cc1cc(NC(=O)CN2C(=O)NC(CCc3ccccc3)C2=O)no1 (stereo not given)	1.0%	2.7%	5.7	-16.1%	8.6%	-1.8%	8.5	6.0%
CN(C1CCCCC1)S(=O)(=O)c1ccc(S(=O)(=O)N2CCCC2)cc1	-21.0%	1.7%	-0.4	-0.4%	-4.0%	9.9%	-22.0	2.6%
O=C1C2CCCN2C(=O)N1CCN1CCN(CCO)CC1 (stereo not given)	9.7%	7.8%	3.3	/	11.1%	-4.4%	-10.3	4.0%
Cc1nn(C)cc1C(C)NC(=O)c1cc(COc2ccc(F)c(F)c2)on1 (stereo not given)	-3.2%	-11.3%	-3.1	7.8%	5.1%	-1.1%	-17.7	-4.5%
COc1cccc(-c2ccc(NC(=O)C3CCCN(Cc4cnc(N(C)C)s4)C3)cc2)c1 (stereo not given)	/	-3.2%	-1.4	32.5%	6.7%	8.1%	-4.9	2.1%
O=C(O)CCCC(=O)N1N=C(c2ccccc2)CC1c1cccs1 (stereo not given)	8.7%	0.2%	0.3	6.8%	-6.0%	-0.5%	-14.5	20.7%
CCn1c(SCC(=O)Nc2nccs2)nnc1-c1ccncc1	-14.2%	20.6%	1.5	?	-12.2%	9.9%	8.1	-0.9%
O=C1Nc2ccccc2O/C1=C\c1ccccc1Br	1.5%	1.0%	-4.5	5.9%	-5.2%	14.5%	2.8	-6.6%
CC(=O)CSc1nc2nccnc2[nH]1	0.9%	-7.5%	-8.2	-15.5%	9.4%	6.8%	0.0	2.2%
CC(C)CCNC(=O)C1CCCCN1S(=O)(=O)c1ccc(F)cc1 (stereo not given)	-22.1%	5.1%	1.5	10.5%	-12.5%	-3.9%	-11.1	5.8%
Cc1ccccc1S(=O)(=O)NC(=O)C1(C)CCN1C(=O)C1CCCCC1 (stereo not given)	8.0%	8.4%	0.8	-14.5%	17.5%	0.6%	5.9	4.6%
O=C(CN1CC(=O)Oc2ccccc21)OCC(=O)c1ccc(Br)cc1	-22.0%	11.1%	1.9	-3.0%	-14.0%	1.6%	-12.3	-6.4%
Cc1cccc(NC(=O)c2nc[nH]c2C(=O)NCCN(CCNC(=O)c2[nH]cnc2C(=O)Nc2cccc(C)c2)CCNC(=O)c2[nH]cnc2C(=O)Nc2cccc(C)c2)c1	1.8%	5.2%	14.6	-12.3%	?	3.4%	1.2	-7.4%
CCC(=O)/C=C1/Sc2ccc(OC)cc2N1CCO	-8.6%	-4.4%	4.1	-4.0%	-16.4%	6.0%	-1.5	3.3%
CCOc1ccccc1C(=O)Nc1cc(=O)n(C)c(=O)n1C	-4.8%	4.8%	-10.6	-0.7%	-3.9%	4.8%	0.0	-4.7%
FC(F)Oc1ccc(-c2csc(=Nc3cccnc3)n2CC2CCCO2)cc1 (stereo not given)	5.7%	-4.3%	17.4	/	0.0%	8.7%	43.4	-0.1%
O=C(O)Cc1ccc(NS(=O)(=O)c2c(Cl)cccc2Cl)cc1	12.8%	-0.8%	7.5	20.4%	/	1.5%	2.6	-3.1%
CCn1c(N2CCN(S(=O)(=O)c3ccc(F)cc3)CC2)nc2ccccc21	-18.7%	-0.5%	10.4	4.6%	4.9%[9.22 µM]	17.1%	-7.3	9.8%
O=c1c2ccccc2nnn1Cc1ccccn1	1.6%	-1.8%	-24.9	-2.6%	-11.0%	12.2%	-22.2	-4.2%
Cc1nnc(NC(=O)Nc2cccc(Cl)c2)s1	0.2%	5.6%	-4.8	4.1%	14.7%	4.4%	5.7	6.6%

An excerpt from above in order of SMILES length, rising.
SMILES	Abeta yeast res	EPAC2 antagonist	DRD3 agonist	FUS yeast rescue	TDP-43 yeast inh	EPAC2 agonist	DRD3 antagonist	aSyn rescue
CC(=O)CSc1nc2nccnc2[nH]1	0.9%	-7.5%	-8.2	-15.5%	9.4%	6.8%	0.0	2.2%
O=c1c2ccccc2nnn1Cc1ccccn1	1.6%	-1.8%	-24.9	-2.6%	-11.0%	12.2%	-22.2	-4.2%
Cc1nnc(NC(=O)Nc2cccc(Cl)c2)s1	0.2%	5.6%	-4.8	4.1%	14.7%	4.4%	5.7	6.6%
CCC(=O)/C=C1/Sc2ccc(OC)cc2N1CCO	-8.6%	-4.4%	4.1	-4.0%	-16.4%	6.0%	-1.5	3.3%
Cc1nn(C)cc1C(C)NC(=O)c1cc(COc2ccc(F)c(F)c2)on1 (stereo not given)	-3.2%	-11.3%	-3.1	7.8%	5.1%	-1.1%	-17.7	-4.5%
CCn1c(N2CCN(S(=O)(=O)c3ccc(F)cc3)CC2)nc2ccccc21	-18.7%	-0.5%	10.4	4.6%	4.9%[9.22 µM]	17.1%	-7.3	9.8%
Cc1ccccc1NC(=O)Cn1c(=O)n(Cc2ccccc2)c(=O)c2c(C)c(C)sc21	-3.0%&-4.2%	7.9%	0.1&2.6	-6.3%	?	2.6%	2.0	-2.4%

(further entries)
SMILES	Abeta yeast res	EPAC2 antagonist	DRD3 agonist	FUS yeast rescue	TDP-43 yeast inh	EPAC2 agonist	DRD3 antagonist	aSyn rescue
CCN1CCN(S(=O)(=O)c2ccc(Cl)c(C(=O)NC(C)c3ccccc3Cl)c2)CC1 (stereo not given)	10.0%	-3.4%	-2.1	9.7%	11.8%	0.8%	?	-0.6%
CN(C)C(=O)c1ccc(Cl)cc1[N+](=O)[O-]	-8.6%	-2.3%	4.2	-12.8%	5.5%	2.1%	20.2	-11.5%
CC(=O)Nc1sc(-c2ccccc2)nc1-c1ccccc1	-4.3%	4.8%	-7.2	12.7%	5.8%	-4.1%	-12.2	-4.5%
COc1ccc(NC(=O)Nc2cccc3c2O[C@H](CN(C)S(=O)(=O)c2ccccc2)[C@@H](C)CN([C@H](C)CO)C3=O)cc1	-5.5%	6.3%	-17.4	33.6%	3.5%	5.2%	-24.8	-2.0%
Cc1ccc(C(=O)NCCONC(=O)c2ccc(C)cc2)cc1	6.6%	-6.8%	-9.5	-3.5%	5.0%	1.7%	4.8	-0.3%
COc1ccc(S(=O)(=O)N2CCN(Cc3ccccc3)CC2)cc1	-3.9%	-2.9%	-23.6	14.2%	-18.0%	19.8%	-20.7	0.1%
CC(C)Oc1ccc(C(=O)NC(Cc2c[nH]c3ccccc23)C(=O)NN)cc1 (stereo not given)	0.9%	1.0%	5.6	?	12.5%	10.7%	13.1	-0.4%
Cc1cc2c(NC(=O)Nc3ccccc3)cccc2nn1	-22.8%	3.8%	-10.7	14.5%	-6.7%[1.82 µM]	-1.9%	-26.8	-3.3%
Cc1ccccc1C(=O)NCC(=O)NCC1(N2CCOCC2)CCCCC1	-7.7%	7.9%	5.1	8.8%	10.5%	1.4%	19.1	-7.9%
COc1cc(/C=N/NC(=O)c2ccc(Cl)cc2)ccc1OCC(=O)N1CC(C)OC(C)C1 (stereo not given)	-12.8%	-1.5%	-24.3	33.1%	-7.8%	4.8%	-54.4*	-3.7%
O=C(NC(=S)NC1CCCCCC1)c1cncc(Br)c1	?	-4.3%	0.7	/	15.8µM*	3.4%	-5.3	-13.9%
O=C(NC1CCCCC1)N1CCC(c2nc3ccccc3[nH]2)CC1	8.4%	-0.8%	-1.8	20.6%	-17.4%	0.1%	10.7	6.2%
COc1ccc(-c2nn(-c3ccccc3)cc2C(=O)N2CCN(S(=O)(=O)c3ccccc3C#N)CC2)cc1	24.2%	-15.8%	-8.4	44.6%	?	-3.5%	-24.4	3.6%
Cc1ccc(NC(=O)CSc2nncs2)cc1Cl	-17.7%	-0.3%	-1.7	-6.6%	13.2%	11.2%	-0.5	-5.1%
C[C@H](CO)N1C[C@H](C)[C@@H](CN(C)S(=O)(=O)c2ccc(F)cc2)Oc2c(NC(=O)NC3CCCCC3)cccc2C1=O	8.9%	-8.1%	-19.9	42.8%	7.5%	-6.9%	11.3	6.5%
Brc1cccc(-c2nnc3sc(CN4CCCCC4)cn23)c1	-11.4%	0.2%	-28.9	13.8%	-2.2%	-6.9%	?	-5.8%
O=C(CCSc1ccccn1)c1ccccc1	26.3%	-11.4%	-0.7	-14.7%	-30.1%[inhibitor][0.397 µM]	0.7%	-16.8	-5.4%
COc1ccccc1CC(=O)Nc1ccc2c(c1)C(=O)NC2=O	-1.7%	3.6%	-4.1	1.5%	2.9%	-1.9%	-3.6	-2.3%
Cc1nc(N2C(=O)c3oc4ccccc4c(=O)c3C2c2ccccc2F)sc1C (stereo not given)	-13.1%	/	6.0	7.9%	?	/	/	/
COc1cc2[nH]c(C(=O)N3CCN(C)CC3)cc2c(OC)c1OC	-1.8%	4.4%	28.0	-5.4%	-1.5%	-0.2%	0.8	1.7%
COC(=O)c1ccccc1NC(=O)NC1CC1	2.7%	1.2%[57.1 µM]	0.7	-27.8%	4.4%	12.1%	1.0	3.6%
O=C(NCc1cccs1)c1ccc(CS(=O)Cc2ccccc2Cl)o1 (stereo not given)	-9.3%	3.4%	2.3	8.1%	10.7%	-0.8%	-5.4	2.2%
